PriA SSB inh = blocks PriA binding to SSB C-terminal tail; 0.6% of 430,000 active; AlphaScreen SSBct-PriA binding, biotinylated peptide; inhibition, % at 33 µM; AID 1272365; in the data active = inhibition mostly above about 37%, no sharp cut-off; inactive = mostly below about 20%;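 also: plate controls were negative control peptide for no effect and reference peptide for full effect; strong numbers were not always called active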
DUSP3 inh = blocks human VHR1 dual specificity phosphatase | inhibition, % at 13.3 µM | recombinant VHR phosphatase, pNPP absorbance | 0.52% of 290,000 active | AID 1654 | P51452; in the data active = inhibition above about 50%; also: some compounds called inactive have numbers as strong as hits
Y pestis TopoI = Y. pestis Topo-I inhibition via cleavage products; Y. pestis Topo-I cleavage product accumulation, plate reader; activity, % at 10 µM; 0.064% of 360,000 active; AID 504884; in the data active = activity above about 50%, passing the limit was not always enough; inconclusive = no clear call, values can overlap the other calls; also: inactives centre near 2
SARS 3CLpro inh = SARS-CoV 3CLpro protease inhibition. recombinant SARS-CoV 3CLpro, quenched FRET peptide cleavage. inhibition, % at 6 µM. 0.14% of 290,000 active; in the data active = inhibition above about 12%
Anthrax LF prot = blocks Bacillus anthracis lethal factor protease. multiplex microsphere protease cleavage assay, LF. inhibition, % at 10 µM. 0.12% of 360,000 active. AID 588501; in the data active = inhibition above about 30%; inconclusive = no clear call, values can overlap the other calls; also: plate controls were buffer without enzyme for full effect and enzyme alone for no effect
Target sequence (P15917 whole entry, looked up): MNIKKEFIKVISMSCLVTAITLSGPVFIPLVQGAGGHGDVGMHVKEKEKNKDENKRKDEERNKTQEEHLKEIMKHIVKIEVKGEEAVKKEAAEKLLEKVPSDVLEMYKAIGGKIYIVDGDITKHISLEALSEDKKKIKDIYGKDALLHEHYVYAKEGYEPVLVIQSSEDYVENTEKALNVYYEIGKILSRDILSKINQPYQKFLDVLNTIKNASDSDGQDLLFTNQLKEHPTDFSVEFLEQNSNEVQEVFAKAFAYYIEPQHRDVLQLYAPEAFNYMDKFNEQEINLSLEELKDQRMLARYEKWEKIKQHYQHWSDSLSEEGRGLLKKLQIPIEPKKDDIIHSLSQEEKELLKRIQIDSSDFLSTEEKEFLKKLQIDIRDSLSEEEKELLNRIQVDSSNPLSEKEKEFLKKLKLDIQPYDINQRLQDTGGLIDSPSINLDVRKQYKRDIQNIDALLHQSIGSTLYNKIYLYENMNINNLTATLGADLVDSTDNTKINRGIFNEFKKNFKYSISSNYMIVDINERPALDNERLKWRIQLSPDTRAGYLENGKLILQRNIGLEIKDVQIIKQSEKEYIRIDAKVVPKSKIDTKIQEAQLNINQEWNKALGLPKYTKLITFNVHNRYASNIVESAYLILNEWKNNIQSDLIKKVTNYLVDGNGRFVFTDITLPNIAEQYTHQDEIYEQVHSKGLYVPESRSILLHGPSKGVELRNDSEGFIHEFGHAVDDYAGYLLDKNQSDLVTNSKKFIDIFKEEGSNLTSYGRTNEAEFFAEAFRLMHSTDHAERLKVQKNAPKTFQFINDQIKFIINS
MazF activator = activators of E. coli MazEF toxin-antitoxin RNase; 0.32% of 350,000 active; P0AE70; activation, % at 20 µM; AID 504720; FAM/BHQ RNA-DNA oligo cleavage fluorescence, 5 h; in the data active = activation above about 50%
Target sequence (P0AE70 whole entry, looked up): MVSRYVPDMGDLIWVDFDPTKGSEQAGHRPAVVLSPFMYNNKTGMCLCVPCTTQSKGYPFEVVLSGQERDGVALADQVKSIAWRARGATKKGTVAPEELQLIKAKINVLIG
PfHsp40 rescue = rescue of PfHsp40-mediated yeast toxicity; 0.68% of 340,000 active; growth rescue, % at 12.5 µM; S. cerevisiae expressing PfHsp40, growth rescue, ATP luminescence; AID 504582; in the data active = growth rescue above about 28%, passing the limit was not always enough; inconclusive = no clear call, values can overlap the other calls;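 also: yeast W303a lacking pdr1 and pdr3 grown in galactose medium; growth measured after three days at 30 °C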
Vc quorum ag = quorum light induction in luxS cqsA deficient V. cholerae. V. cholerae BH1578 lux reporter, luminescence, 6 h. 0.16% of 350,000 active. activation, % at 18.7 µM; in the data active = activation mostly above about 9.7%, no sharp cut-off; inconclusive = no clear call, values can overlap the other calls; inactive = mostly below about 3.7%; also: not every result past the cut was called active; inactives centre near 0; reference of the scale not given here
Rv3671c inh = inhibits the M. tuberculosis serine protease Rv3671c; P9WHR9; 0.048% of 320,000 active; inhibition, % at 5.96 µM; in the data active = inhibition above about 38%;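 also: extracellular domain of Rv3671c used as enzyme; 0% = enzyme with DMSO and 100% = no enzyme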
TcdB GH inh = blocks C. difficile toxin B glycohydrolase activity | AID 652162 | TcdB glycohydrolase enzymatic assay, plate reader | 0.24% of 350,000 active | inhibition, % at 9.99 µM | P18177; in the data active = inhibition above about 10%
Numbers without * were called inactive; i = inactive; ? = inconclusive; . = no result given. An excerpt, so the mix of outcomes need not match the whole.

SMILES	PriA SSB inh	DUSP3 inh	Y pestis TopoI	SARS 3CLpro inh	Anthrax LF prot	MazF activator	PfHsp40 rescue	Vc quorum ag	Rv3671c inh	TcdB GH inh
Cc1ccc(S(=O)(=O)N2CCOCC2)cc1NC(=O)CSc1nnc(C2CC2)n1C1CC1	-8	.	-3	.	5	0	1.6	i	1	-3.4
COC(=O)c1ccc(/C=N/N2CCN(Cc3ccc(Cl)cc3)CC2)cc1	i	16	1	-4	?	0	.	-0.4	3	-0.2
COC(=O)/C(C#N)=C/c1c(N2CCN(c3cccc(Cl)c3)CC2)nc2c(C)cccn2c1=O	-13	-7	4	1	-4	-18	-1.0	1.5	-24	-0.3
COc1ccc(CN2C(=O)NC3(CCCc4ccccc43)C2=O)cc1F (centres undefined)	-4	28	11	3	4	3	0.4	-0.2	1	1.7
O=C(Nc1ccc([N+](=O)[O-])cc1)N1CCCCC1	-1	24	6	1	-2	-1	-1.5	-0.2	-1	1.6
CC(C)c1ccc(CC(=O)N2CCC2(C)C(=O)NS(=O)(=O)c2ccc(F)cc2F)cc1 (centres undefined)	.	.	3	.	-4	.	.	i	.	-0.9
COC(=O)c1ccc(NC(=O)c2cc[n+](Cc3ccccc3)cc2)cc1	-2	4	5	0	4	4	-1.1	-0.6	.	3.0
COC(C[C@H](O)[C@H](C)[C@H](O)COCc1ccccc1)OC	-2	45	-1	.	-2	6	1.2	i	.	0.9
COc1cc(/C=N/NC(=O)CN(CCc2ccccc2)S(=O)(=O)c2ccc(NC(C)=O)cc2)cc(OC)c1OC	.	-8	5	1	-3	10	0.5	i	-23	.
Cc1cc(S(N)(=O)=O)ccc1N=Cc1c(O)n(-c2ccccc2)c(=O)[nH]c1=O	1	6	4	5	1	0	-1.1	i	-2	0.4
CC(=O)c1cccc(-c2ccc3c(=O)[nH]c(Nc4ccccc4)cc3c2)c1	5	.	-15	.	1	0	-1.0	1.5	-119	0.1
CNC(=O)c1c(NC(=O)c2ccc(S(=O)(=O)N(C)c3ccccc3)cc2)sc2c1CCN(C(C)C)C2	1	-7	.	-6	.	-425	.	.	-6	-0.3
CCOC(=O)CCNC(=O)N1CCCC(N(C)CCc2ccccc2)C1 (centres undefined)	-3	-12	2	-4	9	12	-1.7	-2.3	-5	0.7
CCn1cc(Br)c(C(=O)NC(C)c2ccccc2)n1 (centres undefined)	7	4	4	-1	2	3	-0.4	i	0	.
C=C1C(=O)O[C@H]2[C@H]1[C@@H](O)CC(=C)[C@@H]1CC(=O)[C@@H](C)[C@H]21	-9	17	4	0	15	5	-2.2	i	-1	.
O=C(CNC(=O)c1ccc(Br)o1)NNC(=O)COc1ccccc1Cl	1	.	-4	.	-8	6	-1.8	0.5	5	3.4
CC(C=Cc1ccccc1)=NNS(=O)(=O)c1ccc([N+](=O)[O-])cc1	-3	.	-9	.	5	4	2.0	1.1	.	0.5
O=C(Nc1cccs1)Nc1ccc(F)cc1F	5	-6	-2	-4	-1	4	0.0	i	-14	.
CC1CCCC(C)N1C(=O)COC(=O)CNC(=O)c1ccccc1F (centres undefined)	5	.	2	.	.	3	0.2	i	-6	-0.5
CN(C)S(=O)(=O)c1cc(NC(=O)COC(=O)CC2CC3CCC2C3)ccc1Cl (centres undefined)	0	.	28	.	-1	-1	1.9	-1.0	-31	0.7
CCn1nnnc1SCC(=O)Nc1nc2ccc(OC)cc2s1	-2	35	-4	1	-4	5	-1.1	-0.6	-3	.
O=S(=O)(c1ccc(F)cc1)N1CCc2ccccc2C1	-17	11	-4	1	6	3	0.0	-0.4	1	-0.5
Cc1c(O)ccc2c3c(c(=O)oc12)CCCC3	-8	15	1	-2	-2	3	3.4	i	-1	.
Nc1ccc2c(c1)C(=O)c1ccc(Cl)cc1-2	-1	.	-25	.	-6	7	-0.3	-0.3	.	1.0
O=C(COC(=O)c1ncc(Cl)c(Cl)c1Cl)NCc1cccs1	-7	.	2	.	3	-2	0.3	-14	-2	1.1
CC(C)Oc1cc(C(=O)N2CCC(N3CCCCC3)CC2)ccc1Nc1nnc(Cl)c(Nc2ccccc2S(C)(=O)=O)n1	2	.	-7	.	.	8	0.0	-2.7	.	.
Cc1ccc(C(=O)c2sc3nc4c(cc3c2N)CCC4)cc1	-3	-8	-2	0	-2	11	-0.3	i	-3	.
Cc1nc(N2CCN(c3ccccn3)CC2)c2c(C)c(C(=O)N3CCN(c4ccccc4F)CC3)sc2n1	-4	7	29	-3	-4	3	2.4	-0.1	-16	1.5
CCCNC(=O)c1ccccc1NS(=O)(=O)c1ccc2c(c1)OCCO2	0	-5	1	2	2	12	0.5	-0.6	-2	.
CC(=O)Nc1ccc(OCc2nnc(-c3ccccc3)o2)cc1	-3	13	-2	-1	-1	6	-0.9	-1.7	5	-0.3

4 records picked at random from those above, as already listed:
SMILES	PriA SSB inh	DUSP3 inh	Y pestis TopoI	SARS 3CLpro inh	Anthrax LF prot	MazF activator	PfHsp40 rescue	Vc quorum ag	Rv3671c inh	TcdB GH inh
CCCNC(=O)c1ccccc1NS(=O)(=O)c1ccc2c(c1)OCCO2	0	-5	1	2	2	12	0.5	-0.6	-2	.
Cc1ccc(C(=O)c2sc3nc4c(cc3c2N)CCC4)cc1	-3	-8	-2	0	-2	11	-0.3	i	-3	.
Cc1cc(S(N)(=O)=O)ccc1N=Cc1c(O)n(-c2ccccc2)c(=O)[nH]c1=O	1	6	4	5	1	0	-1.1	i	-2	0.4
CN(C)S(=O)(=O)c1cc(NC(=O)COC(=O)CC2CC3CCC2C3)ccc1Cl (centres undefined)	0	.	28	.	-1	-1	1.9	-1.0	-31	0.7

(next part)
SMILES	PriA SSB inh	DUSP3 inh	Y pestis TopoI	SARS 3CLpro inh	Anthrax LF prot	MazF activator	PfHsp40 rescue	Vc quorum ag	Rv3671c inh	TcdB GH inh
COC(=O)c1cc(NC(=O)CN2CCc3cc4c(cc3C2)OCCCO4)cc(C(=O)OC)c1	-8	9	2	-2	6	0	-1.1	-0.6	5	1.0
CCN(Cc1cc2ccccc2[nH]c1=O)C(=O)c1cccnc1	0	-6	5	1	0	11	-2.1	-0.9	-1	.
Cc1cccc(NC(=S)NCCc2ccc3c(c2)OCCO3)c1C	12	-1	18	5	-3	5	0.5	-0.2	-3	0.6
Cc1ccsc1C(=O)Nc1ccc2c(c1)OCCO2	-4	28	-1	-3	-1	8	-1.7	-0.9	-9	.
COC(=O)c1ccc(C23CC4(C2)[C@H](CN(CC2CCCCC2)[C@@H]4c2ccccc2)C3c2ccccc2)cc1 (some centres undefined)	10	19	7	.	-5	-20	-0.1	-0.3	-5	0.6
CCN(C(=O)C1CCN(c2nc(-c3ccc(OC)cc3)no2)CC1)c1ccccc1	-12	6	32	0	-6	2	0.4	i	-2	2.1
CCOc1ccc(OCC)c(NC(=O)CCNS(=O)(=O)c2cc(Br)cnc2N)c1	-13	9	5	-1	8	4	-0.5	5.6	-4	1.6
CCCC(=O)Nc1cc(-c2nn(C)c(=O)c3ccccc23)ccc1N1CCCCC1	-15	.	27	1	-3	7	-1.6	i	2	.
Cc1ccc(Sc2ncccc2NC(=O)c2ccccc2Cl)cc1	-37	5	-10	1	-5	5	-0.6	i	-11	0.1
O=C(N=C1SC2CS(=O)(=O)CC2N1CCc1ccccc1)C1CCCCC1 (centres undefined)	16	-9	13	-2	-5	3	0.3	-11	4	0.4
O=C(/C=C/c1ccco1)N1CCCC(c2ccccc2)C1 (centres undefined)	-28	12	-4	4	0	-12	-1.0	-0.3	-9	0.3
Cn1c(N)c(C(=O)COC(=O)Cc2c(F)cccc2Cl)c(=O)n(C)c1=O	-2	.	-2	.	-4	0	0.6	-0.5	-7	4.1
c1ccc(CC2CCN(c3nc4ccccc4n4nnnc34)CC2)cc1	-32	-16	3	-5	-8	-5	1.5	i	-3	.
CC(Oc1ccccc1)C(=O)N=C1SC2CS(=O)(=O)CC2N1CCc1ccccc1 (centres undefined)	-15	17	18	6	-2	3	0.6	i	-7	0.5
Cc1cc(C)nc(NC2=NCC(=O)N2c2cc(Cl)cc(Cl)c2)n1	1	26	7	-3	-2	-1	-1.9	-5.6	1	.
CC(=O)NCCc1nc2ccccc2n1CCOc1ccc(C)cc1	-3	8	20	1	1	6	0.7	i	8	2.9
COCCCNC(=S)N/N=C/c1ccc2ccccc2c1	.	-5	8	-4	-2	-7	0.3	-0.5	6	0.1
CC(=O)Nc1ccc(NC(=O)C2CCN(C(=O)NC3CCCCC3)CC2)cc1	-14	-3	8	-8	0	4	0.1	-0.9	7	0.0
CCN(CC)CCCN(C(=O)c1ccc(Br)cc1)c1nc(-c2ccc(OC)cc2)cs1	23	-20	11	-1	-3	16	1.6	i	4	0.4
COc1ccccc1C(=O)NN(C)C1=NS(=O)(=O)c2ccccc21	-1	2	2	0	-13	4	0.9	i	-3	1.3
Cc1ccc2c(c1)CC1(CN2C)C(=O)NC(=O)N(c2ccccc2C)C1=O (centres undefined)	-29	14	-5	2	2	1	-0.2	i	2	.
COc1ccc(-n2cc(C(=O)c3ccccc3O)cn2)cc1	-15	6	11	2	-1	5	2.7	-0.5	-4	0.4
CC(Sc1nnc(-c2ccccc2F)n1C1CC1)C(=O)N1CCCC1 (centres undefined)	-3	.	-12	.	2	-11	1.5	i	-2	-6.6
CN1CCc2c(sc3c2c(=O)n(-c2ccccc2)c2nncn32)C1	-10	37	1	-4	2	-11	-1.2	-0.8	-4	.
CCOc1ccc(CCNC(=O)CN2C(=O)CCSc3ccccc32)cc1OCC	-8	32	6	3	-3	-8	1.1	i	12	1.0
COc1nc(Nc2cccc(C)c2)nc(N2CCCCC2)n1	6	43	3	-1	-11	3	0.4	-0.2	-12	.
OC[C@@H]1CN(Cc2ccc(F)cc2)C[C@H](n2cnc3c(NC4CCCC4)ncnc32)O1	.	.	-5	.	-4	.	.	i	.	1.4
CNC(=O)c1cc(Nc2nnc(C)c3ccccc23)ccc1OC	2	19	0	-1	-3	7	-0.3	-1.3	2	.
Cc1ccc(OCCCC(=O)NC(C)c2ccccc2)cc1 (centres undefined)	-5	17	5	-6	0	2	-0.7	-0.7	3	.
Cc1cnn(-c2cc(Oc3ccccc3)ncn2)c1	-15	4	0	3	2	-12	-0.3	-5.0	4	.
CCC(C)C(=O)N1CCCC(c2nc(-c3cccs3)no2)C1 (centres undefined)	-6	33	4	2	-8	1	0.1	8.3	-9	.
CCCCNC(=O)C(C#N)c1nc2ccccc2nc1N1CCN(Cc2ccc3c(c2)OCO3)CC1 (centres undefined)	-13	.	2	.	1	-303	0.0	-3.3	.	.
Cc1ccc(Cc2nc(-c3ccncc3)no2)cc1	-3	28	7	-2	-1	1	2.0	-2.9	-13	-4.3
CCOC(=O)C1=C(CC)Nc2ccccc2N=C1NC(=O)c1ccc(S(=O)(=O)N(C)C)cc1	-11	-14	23	-1	-5	-5	0.1	-0.4	-10	.
O=C(c1ccco1)N1CCN(CC(=O)N(C2CCCCC2)C2CCS(=O)(=O)C2)CC1 (centres undefined)	-11	2	-7	-1	-4	1	2.6	-0.3	6	.
COc1ccc(C2(NC(C)=O)CCN(C(=O)c3cccs3)CC2)cc1	-11	3	5	-1	0	-4	-1.1	-0.6	4	.
CCCn1c2c(c(O)c(C(=O)NCc3ccccc3)c1=O)CCCC2	-15	3	7	-5	-4	-1	2.7	i	2	.
O=C(CCc1nc2ccccc2s1)N1CCN(c2ccccc2)CC1	-8	26	13	-2	-6	0	5.1	.	4	0.7
CC1(C(=O)NS(=O)(=O)C2CC2)CCCN(C(=O)c2ccc(F)cc2Cl)C1 (centres undefined)	.	.	2	.	-9	.	.	0.6	.	-5.6
Cc1ccc(C(C)(C)C)c(OCCCn2ccnc2)c1	17	-1	?	4	2	5	-1.5	-0.1	-1	1.6
CS(=O)(=O)N1CCC(C(=O)Nc2ccc(C(F)(F)F)cc2)CC1	-13	8	5	-3	-3	0	-0.4	i	-7	1.6

Assay outcomes (PubChem)
